CBFb RUNX1 block: CBF-beta/RUNX1 interaction disruption | Potency, µM (titrated, usually from 59.8 µM), inactives show at the highest dose activity, negative = inhibition, actives largely listed as inhibitors | AlphaScreen CBFb-His/RUNX1-biotin binding, biochemical | AID 1477 | 230,000 tested, under 10 active; further: % of control where 0% means no effect
Target sequence (Q01196 whole entry, looked up): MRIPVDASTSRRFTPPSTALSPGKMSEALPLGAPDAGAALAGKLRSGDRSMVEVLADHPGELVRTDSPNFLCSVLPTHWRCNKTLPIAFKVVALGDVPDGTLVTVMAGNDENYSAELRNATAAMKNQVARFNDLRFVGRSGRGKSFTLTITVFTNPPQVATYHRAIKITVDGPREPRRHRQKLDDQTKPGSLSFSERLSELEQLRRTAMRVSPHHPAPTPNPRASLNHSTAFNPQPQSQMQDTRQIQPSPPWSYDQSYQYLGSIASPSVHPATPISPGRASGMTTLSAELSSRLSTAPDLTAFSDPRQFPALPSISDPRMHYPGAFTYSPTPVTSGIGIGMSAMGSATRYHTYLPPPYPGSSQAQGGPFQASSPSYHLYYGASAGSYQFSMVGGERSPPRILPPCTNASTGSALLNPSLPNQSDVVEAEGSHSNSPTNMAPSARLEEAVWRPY
Target sequence (Q13951 whole entry, looked up): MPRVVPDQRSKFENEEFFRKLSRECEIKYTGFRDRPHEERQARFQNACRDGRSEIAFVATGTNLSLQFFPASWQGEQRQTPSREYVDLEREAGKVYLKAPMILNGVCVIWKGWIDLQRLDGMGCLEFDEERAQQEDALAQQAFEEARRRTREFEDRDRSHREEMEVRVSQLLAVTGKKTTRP
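His-tagged CBF-beta and biotinylated RUNX1 (30 nM each) were premixed 20 min at room temperature, exposed to compound for 15 min, then given nickel-chelate and streptavidin AlphaScreen beads (50 ng each). After 90 min, AlphaScreen signal was read.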
IMPase Li inh: IMPase inhibition in cells with lithium potentiation; CHO-M1 cells, IP1 TR-FRET (IP-One), carbachol + lithium; Potency, µM (highest dose often 59.4 µM), for inactives: at the top dose activity, negative = IMPase inhibition, usual class: inhibitors; 0.35% of 210,000 active; AID 1457;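 further: IP1 builds up when IMPase is blocked and the TR-FRET signal falls; potency means the concentration at half of the fitted maximal effect; plate controls were basal vehicle for no effect and high inhibitor control for full effect; nearly all actives have a fitted effect of over 50% in size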
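CHO cells stably expressing M1 receptor (2000/well, cultured 16–30 h) treated 30 min at 37C with compound plus low lithium. Cytosolic IP1 by TR-FRET (665/620 ratio and 620 channel) after 10 min lysis; AC50 by Hill fit.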
Epigenetic reg: regulators of epigenetic silencing causing reporter derepression in mouse cells; Potency, µM (top dose mostly 53.9 µM), without a hit: top-dose GFP activation, most hits filed as activators; AID 1865; murine LDR cells, GFP reporter derepression, 30 h; 0.2% of 280,000 active; further: potency means the concentration at half of the fitted maximal effect; % of control where 0% means no effect; nearly all actives have a fitted effect of over 60% in size
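Reporter derepression read as number of fluorescent GFP-positive objects, 20-120 um in size, counted by laser-scanning cytometer. Mouse LDR line with an epigenetically silenced CMV-GFP locus; compound incubation 30 h, 37 C.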
HTT aggregate: mutant huntingtin aggregation inhibition; PC12 HttQ103-GFP aggregates, Acumen cytometry, 40 h; Potency, µM (top dose mostly 46.1 µM), for the others: at the top dose activity change, negative = inhibition, usual class: inhibitors; 1.1% of 220,000 active; further: potency means the concentration at half of the fitted maximal effect; on the % scale 0 is the no-effect control and ±100 the full control effect; nearly all actives have a fitted effect of over 60% in size
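Huntingtin Q103 exon 1–GFP aggregates in induced PC12 cells (100 nM tebufenozide) were quantified by cytometry from lysates, with compounds dosed in titration.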
NPSR antag: blocks cAMP signaling of the human neuropeptide S receptor. Q6W5P4. CHO-NPSR cells, cAMP TR-FRET, antagonist mode. Potency, µM (top dose mostly 38.3 µM), for the others: at the top dose activity change, negative = inhibition, most hits filed as inhibitors. 1% of 220,000 active. AID 1461; further: potency means the concentration at half of the fitted maximal effect; on the % scale 0 is the no-effect control and ±100 the full control effect; nearly all actives have a fitted effect of over 50% in size; many of its hits are not listed in these tables
Target sequence (Q6W5P4 whole entry, looked up): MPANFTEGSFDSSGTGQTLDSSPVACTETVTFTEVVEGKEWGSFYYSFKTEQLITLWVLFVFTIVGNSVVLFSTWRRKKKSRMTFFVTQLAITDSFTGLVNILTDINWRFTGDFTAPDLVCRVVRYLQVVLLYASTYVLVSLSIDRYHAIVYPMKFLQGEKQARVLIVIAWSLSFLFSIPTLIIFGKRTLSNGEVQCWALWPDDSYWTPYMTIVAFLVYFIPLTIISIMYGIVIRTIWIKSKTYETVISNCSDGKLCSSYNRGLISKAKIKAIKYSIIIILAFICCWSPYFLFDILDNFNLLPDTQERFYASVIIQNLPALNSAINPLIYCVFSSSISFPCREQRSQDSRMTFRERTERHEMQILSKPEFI
Lamin A splicing: modulators of lamin A splicing. HeLa LMNA splicing GFP/RFP minigene ratio, 48 h. Potency, µM (highest dose often 46.1 µM), for inactives: at the top dose ratio change, negative = inhibition, usual class: inhibitors. 0.01% of 200,000 active. AID 1487; active means well fitted inhibition curve with a large enough effect in the signal ratio, with a control signal flat, not every such curve was filed as active; inconclusive means small, poorly fitted or top-dose-only effect, or effect the other way, or a change in a side signal; the % refers to the signal ratio; further: potency means the concentration at half of the fitted maximal effect; on the % scale 0 is the no-effect control and ±100 the full control effect
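Read-out is the ratio of GFP to DsRed2 object intensity, acquired by 488 nm laser-scanning cytometry on HeLa lamin A-EGFP minigene reporter cells. Compound incubation 48 hrs at 37 °C in Opti-MEM with 2% FBS; DMSO 0.5% final.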
KinaseGlo FLuc: blocks Kinase-Glo luciferase, a counter-screen artifact. Q27757. Kinase-Glo luciferase, ATP luminescence, 8 min. Potency, µM (titrated, usually from 38.3 µM), for inactives: at the top dose activity change, negative = inhibition, actives largely listed as inhibitors. 0.28% of 200,000 active. AID 1379; further: potency means the concentration at half of the fitted maximal effect; on the % scale 0 is the no-effect control and ±100 the full control effect; nearly all actives have a fitted effect of over 60% in size
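Recombinant Kinase-Glo luciferase, 10 uM ATP (linear range), luciferin; imidazole pH 7.2 / KCl / MgCl2 / Tween / BSA buffer; 8 min RT; luminescence.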
Active calls of the source: *; ? = inconclusive; . = no result given; & = joins results of further samples; [ ] = dose if it differs, or a comment. Unless noted, the call rests on the fitted dose curve; in most records, active means well fitted curve in the direction sought with a large enough effect; inconclusive means small, poorly fitted or top-dose-only effect, or another doubt; inactive means no such curve, though single readings can be large; an effect the other way counts as inactive or inconclusive.

SMILES	CBFb RUNX1 block	IMPase Li inh	Epigenetic reg	HTT aggregate	NPSR antag	Lamin A splicing	KinaseGlo FLuc
CCS(=O)(=O)N1CCCC(C(=O)NCc2ccc(C)cc2)C1 (configuration not stated)	6.3%	-8.1%[38.3 µM]	1.1%	-4.1%	1.2%[46.1 µM]	11.0%	1.5%
O=C(N/N=C/c1c(O)n(-c2ccc(Cl)cn2)c(=O)c2ccccc12)C1CC1	-22.7%	22.3%	0.0%	?	-16.2%	-10.2%	1.0%
CS(=O)(=O)N(CC(=O)NCc1ccco1)c1ccc(OCc2ccccc2)cc1	-0.7%	1.4%	-2.5%	13.1%	-5.5%	.	3.1%
CCOC(=O)N1CCN(C(=O)c2ccc(NS(C)(=O)=O)cc2)CC1	15.0%	-12.5%[38.3 µM]	-0.8%	-9.8%	-0.1%[46.1 µM]	5.6%	4.0%
O=C(O)CCn1c(=S)n(CCC(=O)O)c2ccccc21	-2.3%	.	3.2%	-13.9%[9.22 µM]	56.2%	2.6%[46 µM]	.
CCN(CC)C(=O)/C(NC(=O)c1ccccc1)=C(/Sc1ncccn1)c1ccccc1	-1.2%	2.5%	-1.8%	?	7.4%	3.5%	0.9%
O=C(CC1c2ccccc2Oc2ccccc21)NCc1ccco1	-4.4%	10.6%[38.3 µM]	-1.1%	-1.0%	-15.9%[46.1 µM]	?	-2.2%
O=c1c2sc3nc(N4CCOCC4)c4c(c3c2nnn1Cc1ccccc1)CCCC4	-0.9%	1.9%[38.3 µM]	-1.1%	?	-13.3%[46.1 µM]	6.9%	-1.3%
CC1(C)CC(NC(=O)c2sc3cc(Cl)ccc3c2Cl)CC(C)(C)N1	-0.1%	9.2%	1.1%	-3.5%	11.8%	?	-1.2%
Cc1cc2ccccc2c(=O)n1CC(=O)NC1CCCCCC1	5.0%	1.1%[38.3 µM]	-0.1%	-1.0%	6.0%[46.1 µM]	1.3%	-0.6%
CC(C)(C)c1nnc2sc(SCC(=O)c3cccs3)nn2c1=O	-5.9%	-5.8%[38.3 µM]	6.2%	18.9%	-6.6%[46.1 µM]	?	-1.9%
Cc1ccccc1-c1nn(-c2ccc(F)cc2F)cc1CNC1CC1	9.9%	1.2%	-0.1%	-30.1%[9.22 µM]	11.0%	.	.
Cn1ncc([N+](=O)[O-])c1C(=O)N/N=C/c1c[nH]c2ccccc12	1.1%	0.2%	-5.8%	5.0%[9.22 µM]	4.5%	-13.3%[46 µM]	-0.9%
Cc1ccc(C(=O)Nc2cccc(-c3cnc4ccccc4n3)c2)cc1	4.2%	3.7%[38.3 µM]	0.0%	-30.5%	?	6.2%	-2.2%
Cc1ccc(NC(=O)CSc2nnc(-c3ccccn3)n2N)c(Br)c1	?	.	1.2%	-8.0%[9.22 µM]	27.7%	.	.
S=C(NCc1ccccc1)NCC1COc2ccccc2O1 (configuration not stated)	14.1%	27.7%[38.3 µM]	0.0%	?	-5.4%[46.1 µM]	8.5%	-0.5%
Cc1cc2nc(/C(C#N)=C/c3ccncc3)[nH]c2cc1C	-11.7%	9.2%	0.9%	17.0%	-42.3%	?	0.2%
CCc1ccc(O)c(N=Cc2cccc(C)c2O)c1	-12.7%	3.1%[38.3 µM]	7.5%	?	-2.5%[46.1 µM]	-22.2%	3.2%
CCO[C@@H]1OC(C(=O)N2CCN(Cc3ccccc3)CC2)=C[C@H](C)[C@H]1CCCO	6.3%	3.2%	-4.0%	2.4%[9.22 µM]	-11.9%	.	.
Cc1cccc(Sc2ccc([N+](=O)[O-])cc2[N+](=O)[O-])n1	-16.8%	2.0%	12.2%	?	0.3%	?	-1.6%
Brc1ccc(N=Cc2ccccn2)cc1	11.2%	7.6%	-1.0%	16.0%	14.7%	5.9%	-4.0%
Cc1cc(C)cc(NC(=O)CC23CC4CC(C2)CC(n2nnc(C)n2)(C4)C3)c1	3.0%	19.3%	-0.1%	-4.6%	-16.4%	-19.4%	5.3%
N#C/C(=N\Nc1cc(Cl)cc(Cl)c1)c1nnc2n1CCCCC2	-17.7%	16.8%	2.1%	-9.5%	-40.9%	?	1.2%
CCOC(=O)c1ccc(Nc2cc(C)nc(C)c2C(=O)OCC)cc1	-2.4%	22.4%[38.3 µM]	0.9%	2.6%	-18.3%[46.1 µM]	6.0%	-2.9%
Cc1ccc(O)c(NC(=O)CCC2CCCCC2)c1	1.0%	-8.6%[38.3 µM]	1.4%	?	-14.4%[46.1 µM]	-7.9%	-13.4%

Retrieved by structure from above (2):
SMILES	CBFb RUNX1 block	IMPase Li inh	Epigenetic reg	HTT aggregate	NPSR antag	Lamin A splicing	KinaseGlo FLuc
Cc1ccc(O)c(NC(=O)CCC2CCCCC2)c1	1.0%	-8.6%[38.3 µM]	1.4%	?	-14.4%[46.1 µM]	-7.9%	-13.4%
S=C(NCc1ccccc1)NCC1COc2ccccc2O1 (configuration not stated)	14.1%	27.7%[38.3 µM]	0.0%	?	-5.4%[46.1 µM]	8.5%	-0.5%

Back to the main list; the 4 compounds before the break are reprinted first.
SMILES	CBFb RUNX1 block	IMPase Li inh	Epigenetic reg	HTT aggregate	NPSR antag	Lamin A splicing	KinaseGlo FLuc
Cc1cc(C)cc(NC(=O)CC23CC4CC(C2)CC(n2nnc(C)n2)(C4)C3)c1	3.0%	19.3%	-0.1%	-4.6%	-16.4%	-19.4%	5.3%
N#C/C(=N\Nc1cc(Cl)cc(Cl)c1)c1nnc2n1CCCCC2	-17.7%	16.8%	2.1%	-9.5%	-40.9%	?	1.2%
CCOC(=O)c1ccc(Nc2cc(C)nc(C)c2C(=O)OCC)cc1	-2.4%	22.4%[38.3 µM]	0.9%	2.6%	-18.3%[46.1 µM]	6.0%	-2.9%
Cc1ccc(O)c(NC(=O)CCC2CCCCC2)c1	1.0%	-8.6%[38.3 µM]	1.4%	?	-14.4%[46.1 µM]	-7.9%	-13.4%
CCCCC(=O)OCc1nc(N)nc(Nc2ccccc2C)n1	-9.6%	-4.6%	-1.3%	13.6%	11.1%	-19.2%	-2.6%
Cc1ccc2nc(/C(C#N)=C\c3ccc(Oc4ccc(C(F)(F)F)cc4[N+](=O)[O-])cc3)[nH]c2c1	-5.9%	6.1%	?	-0.6%	-18.5%	-8.0%	0.3%
COc1cc(S(=O)(=O)N2CCCCC2)ccc1NC(C)=O	2.0%	45.2%[activator][38.3 µM]	1.6%	-21.2%	8.8%[46.1 µM]	-3.8%	-2.1%
CCOc1ccc(N2CC(=O)Nc3ccccc3NCC2=O)cc1	-8.7%	-6.4%[38.3 µM]	0.2%	8.6%	-11.9%[46.1 µM]	6.0%	-2.2%
Cc1ccccc1-n1nnnc1SCc1csc(-c2ccccc2)n1	28.1%	13.1%[38.3 µM]	-0.4%	?	-21.5%[46.1 µM]	-9.3%	-1.1%
CC(C)CC(COCc1ccc([N+](=O)[O-])cc1)N1CCN(C(=O)c2ccc(C(F)(F)F)cc2)CCC1=O (configuration not stated)	0.9%[2.36 µM]	-11.9%	-1.3%	1.9%	-30.7%	?	1.5%
CCN1CCN(C(=O)CN(Cc2ccccc2)S(C)(=O)=O)CC1	3.5%	3.4%[38.3 µM]	-1.1%	-8.3%	-7.3%[46.1 µM]	8.0%	6.6%
Cc1ccc2ccc(C(Nc3ccccn3)c3ccccc3)c(O)c2n1 (configuration not stated)	-21.5%	9.1%[38.3 µM]	-1.0%&0.7%	?	-18.6%[46.1 µM]	?	-1.9%
Cc1cc(/C=C(\C#N)C(=O)Nc2ccccc2)c(C)n1-c1cccnc1	-6.3%	2.4%	2.0%	-12.3%	9.9%	?	0.3%
CCCn1ncc(CN2CCN(Cc3ccsc3)C(CCO)C2)c1C (configuration not stated)	1.6%	7.5%	6.1%	1.4%[9.22 µM]	-14.9%	5.3%[46 µM]	-4.8%
O=C(c1nn(Cc2ccccc2)c(=O)c2ccccc12)N1CCN(C/C=C/c2ccccc2)CC1	-6.0%	16.4%[38.3 µM]	-3.7%	-24.4%	?	10.5%	-0.2%
C/C(=N\OC(=O)c1ccccc1F)c1nccs1	2.0%	22.3%[38.3 µM]	0.8%	2.4%	-4.0%[46.1 µM]	-2.3%	-28.7%
CC1(C)CC(=O)C2=C(C1)OC1OC(=O)CC21C (configuration not stated)	-0.1%	-6.2%	-3.6%	4.0%	13.3%	.	-0.5%
COc1cc(CC(=O)OCC(=O)Nc2ccc(Cl)c(S(=O)(=O)N(C)C)c2)cc(OC)c1OC	11.4%	.	0.1%	26.1%[9.22 µM]	6.0%	.	.
COCCOC(=O)C1=C(C)NC(C)=C(C(=O)OC(C)C)[C@H]1c1cccc([N+](=O)[O-])c1	-12.0%[21.7 µM]	10.6%	0.0%[16.9 µM]	.	.	?	-4.8%[17.1 µM]
COc1ccccc1CNC(=O)c1cccc(S(=O)(=O)N2CCN(C)CC2)c1	3.6%	-3.8%	-2.3%	20.4%	6.1%	-10.9%[46 µM]	0.3%
CC(=O)NC1(C(F)(F)F)C(=O)NC(C)=C1C#N (configuration not stated)	4.4%	.	-2.0%	?	-5.5%[46.1 µM]	5.5%	.
COc1cc(C(=O)N2CCN(c3ccccc3OC)CC2)c([N+](=O)[O-])cc1OC	-3.1%	0.4%	7.9%	-4.4%[9.22 µM]	9.9%	-10.3%[46 µM]	-1.4%
O=C(Cc1ccccc1Cl)NNC(=O)Nc1ccccc1	4.8%	-6.9%	-0.2%	0.3%	11.2%	-3.9%	1.7%
COc1ccc(C(=O)c2c(C)c3ccccc3n2CC(O)CNC(C)C)cc1 (configuration not stated)	21.1%	-7.0%	-4.8%	22.4µM*	1.1%	?	-1.8%
O=C(O)c1ccc(Nc2ncnc3scc(-c4ccccc4)c23)cc1	-1.1%	-2.8%	-2.4%&-0.2%	5.0%[9.22 µM]	59.3%	?	-1.4%
CCCCOc1ccc(C(=O)CCN2CCOCC2)cc1	3.9%	3.8%	?	18.2%	7.6%	?	-3.7%
Cc1cccc(-n2cnc3cc(C(=O)N4CCc5ccccc54)ccc32)c1	0.6%	12.7%	0.8%	4.8%	-26.0%	-17.0%	-0.6%

In the list so far, these contain two or more sulfur atoms:
SMILES	CBFb RUNX1 block	IMPase Li inh	Epigenetic reg	HTT aggregate	NPSR antag	Lamin A splicing	KinaseGlo FLuc
CC(C)(C)c1nnc2sc(SCC(=O)c3cccs3)nn2c1=O	-5.9%	-5.8%[38.3 µM]	6.2%	18.9%	-6.6%[46.1 µM]	?	-1.9%
Cc1ccccc1-n1nnnc1SCc1csc(-c2ccccc2)n1	28.1%	13.1%[38.3 µM]	-0.4%	?	-21.5%[46.1 µM]	-9.3%	-1.1%

A portion of the library; rates above refer to the full screens.
